Screening results (PubChem BioAssay)
TcdB GH inh = TcdB glycohydrolase inhibitors, primary screen, biochemical, single point, plate reader; Toxin B (Clostridioides difficile), P18177; TcdB glycohydrolase enzymatic assay; inhibition, % at 9.99 µM; hit rate 0.24% among 350,000; AID 652162, 2013; in the data active = inhibition above about 10%
BioA inh = M. tuberculosis BioA enzyme inhibitors, primary screen, biochemical, plate reader, single point, HTS; 7,8-diaminopelargonic acid synthase BioA (Mycobacterium tuberculosis); purified M. tuberculosis BioA enzyme; inhibition, % at 9.99 µM; hit rate 0.096% among 360,000; AID 602481, 2012; in the data active = inhibition above about 40%; inconclusive = no clear call, values can overlap the other calls
GDH-TPI inh = GDH-TPI coupling enzyme inhibitors, primary screen, artefact control for M. tuberculosis FBA inhibitor project, biochemical, absorbance, full deck | GDH-TPI coupled enzyme counterscreen, NADH absorbance | inhibition, % at 4.8 µM | hit rate 1.2% among 360,000 | AID 588335, 2011; in the data active = inhibition above about 30%;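 also: 0% = DMSO wells and 100% = wells lacking the enzyme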
FadD28 binding = inhibitors of FadD28 bisubstrate probe binding, primary screen, biochemical, fluorescence polarization, single point; Mycobacterium tuberculosis FadD28 fatty-acid-AMP ligase; AID 588549, 2011; hit rate 0.22% among 360,000; inhibition, % at 12.5 µM; in the data active = inhibition above about 8.5%, passing the limit was not always enough; inconclusive = no clear call, values can overlap the other calls
UGM FP inh = M. tuberculosis UGM enzyme inhibitors, primary screen, biochemical, fluorescence polarization, single point; UDP-galactopyranose mutase (Mycobacterium tuberculosis (strain ATCC 25618 / H37Rv)), …; purified UGM, fluorescence polarization probe displacement; inhibition, % at 10 µM; hit rate 0.06% among 320,000; in the data active = inhibition above about 10%, passing the limit was not always enough; inconclusive = no clear call, values can overlap the other calls
Target sequence (P9WIQ1 whole entry, looked up): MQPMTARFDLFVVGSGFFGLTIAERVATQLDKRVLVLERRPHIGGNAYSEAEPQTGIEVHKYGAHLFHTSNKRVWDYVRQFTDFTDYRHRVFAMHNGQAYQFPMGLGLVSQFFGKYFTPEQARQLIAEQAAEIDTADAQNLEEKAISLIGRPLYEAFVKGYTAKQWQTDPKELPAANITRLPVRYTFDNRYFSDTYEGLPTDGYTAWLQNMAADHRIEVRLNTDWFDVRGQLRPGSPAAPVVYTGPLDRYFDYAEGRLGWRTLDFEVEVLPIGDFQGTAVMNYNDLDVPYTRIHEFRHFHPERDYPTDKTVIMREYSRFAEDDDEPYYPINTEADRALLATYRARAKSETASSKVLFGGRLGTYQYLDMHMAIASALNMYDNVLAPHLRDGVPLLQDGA
Vc quorum ag = inducers of Vibrio cholerae quorum light production without autoinducers, primary screen, BH1578 luxS cqsA deficient, single point. V. cholerae BH1578 lux reporter, luminescence, 6 h. AID 588436, 2011. hit rate 0.16% among 350,000. activation, % at 18.7 µM; in the data active = activation mostly above about 9.7%, no sharp cut-off; inconclusive = no clear call, values can overlap the other calls; inactive = mostly below about 3.7%; also: not every result past the cut was called active; inactives centre near 0; reference of the scale not given here
FBA Mtb inh = Mtb FBA enzyme inhibitors, primary screen, biochemical, fluorescence, strain H37Rv; purified M. tuberculosis FBA, fluorescence read-out; hit rate 2.3% among 360,000; inhibition, % at 1 µM; in the data active = inhibition above about 27%;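 also: 0% = vehicle and 100% = reference inhibitor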
Target sequence (P9WQA3 whole entry, looked up): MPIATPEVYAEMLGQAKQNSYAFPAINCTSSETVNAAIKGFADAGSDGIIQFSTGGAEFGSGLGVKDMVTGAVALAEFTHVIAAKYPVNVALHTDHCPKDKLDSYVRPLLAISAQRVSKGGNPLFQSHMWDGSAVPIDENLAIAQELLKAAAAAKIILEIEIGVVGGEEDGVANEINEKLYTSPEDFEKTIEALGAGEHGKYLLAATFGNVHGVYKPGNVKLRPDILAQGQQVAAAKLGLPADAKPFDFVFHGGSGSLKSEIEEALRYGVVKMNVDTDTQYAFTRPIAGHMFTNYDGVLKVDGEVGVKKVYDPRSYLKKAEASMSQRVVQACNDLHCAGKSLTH
Yp Topo-I inh = Yersinia pestis topoisomerase I inhibitors, primary screen, biochemical, cleavage product accumulation, plate reader, single point; DNA topoisomerase I (Yersinia pestis CO92); Y. pestis Topo-I cleavage product accumulation; activity, % at 10 µM; hit rate 0.064% among 360,000; in the data active = activity above about 50%, passing the limit was not always enough; inconclusive = no clear call, values can overlap the other calls; also: inactives centre near 2
PfHsp40 rescue = rescue of yeast from PfHsp40 toxicity, primary screen, S. cerevisiae, ATP luminescence; S. cerevisiae expressing PfHsp40, growth rescue; growth rescue, % at 12.5 µM; hit rate 0.68% among 340,000; AID 504582, 2011; in the data active = growth rescue above about 28%, passing the limit was not always enough; inconclusive = no clear call, values can overlap the other calls;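 also: yeast W303a lacking pdr1 and pdr3 grown in galactose medium; growth measured after three days at 30 °C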
* hit, by the source's call; i = inactive; ? = inconclusive; · = not tested or not shown; & = joins results of further samples.

Structure,TcdB GH inh,BioA inh,GDH-TPI inh,FadD28 binding,UGM FP inh,Vc quorum ag,FBA Mtb inh,Yp Topo-I inh,PfHsp40 rescue
Clc1ccc(SCc2cc(-c3ccccc3)no2)cc1,·,-0.4,6,-3.5,0.7,-8.0,-3,-2,0.4
CCOC(=O)C1=C(c2ccccc2)NC(SC)=C(C#N)C1c1cccnc1 (stereo unspecified),0.2,·,7,0.5,0.7,-0.3,1,12,-2.0
CCOC(=O)N(C)C[C@H]1OCc2cnnn2CCCC(=O)N([C@H](C)CO)C[C@H]1C,-0.3&-0.8&-0.8,0.9&-0.1,-2,-0.1,·,-0.2,2,7,·
O=C(Nc1ccc(S(=O)(=O)N2CCOCC2)cc1)c1cc(S(=O)(=O)N2CCOCC2)ccc1Cl,2.5,-0.9,2,-0.7,1.9,i,1,8,-0.2
CCCCNC(=O)C1=C(N)C(C(=O)Nc2ccc(C)c(S(=O)(=O)N3CCCCC3)c2)SC1=Nc1ccc(C)cc1C (stereo unspecified),·,-2.0,11,-1.6,0.6,0.0,0,2,0.6
CC(=O)N(C)c1nc(-c2ccc(Cl)cc2)cs1,·,0.0,6,-1.7,3.2,-1.5,4,0,1.2
COc1ccccc1C(=O)NCCc1nc2ccccc2n1C,·,0.2,10,-2.5,0.2,i,-1,0,-1.9
Cc1ccc(Cc2c(-c3ccc(C#N)cc3)nc3ccc(Br)cn23)cc1,1.3,-1.0,-4,-5.2,·,-0.8,-1,4,·
COC(=O)c1sc2ccccc2c1NC(=O)c1ccc(S(=O)(=O)N2CCC(C)CC2)cc1,-0.3,-1.5,3,-2.2,0.7,-1.7,3,-5,1.1
O=C(c1ccc(Cl)cc1)c1ccc(CN2C(=O)c3ccccc3C2=O)o1,·,2.2,3,-2.9,0.3,-0.3,2,28,1.1
CC(C)CC(=O)NC(=S)Nc1cc(C(=O)O)ccc1Cl,·,0.7,-6,-3.0,-0.6,-0.7,4,-1,-0.9
Cc1ccc(S(=O)(=O)N2CCC(=O)N(C(COCc3cccc(C)c3)C(C)C)CC2)cc1 (stereo unspecified),·,-0.4,6,-3.5,1.8,-0.8,-1,13,1.3
CSCCC(NC(=O)C1CCC(C)CC1)C(=O)OCC(=O)c1ccc(Cl)cc1 (stereo unspecified),0.6,·,5,-1.5,-1.1,-0.7,-1,4,-1.2
CN1CCC(N(C)C(=O)/C(C#N)=C/c2ccc(OC(F)F)cc2)CC1,0.9,·,14,-1.6,·,-0.1,9,16,-1.0
COc1ccc(CCNC(=O)CCC(=O)N2CCN(S(=O)(=O)c3ccccc3)CC2)cc1OC,·,-1.2,0,-3.1,-0.7,-0.5,1,1,-1.0
Cn1cc(Br)c(-c2cccc(NC(=O)CCCC(=O)O)c2)n1,-1.4,·,-5,-1.6,0.2,-0.4,2,10,-0.5
Cc1ccc(N(CC(=O)NCc2ccco2)C(=O)CCC(=O)Nc2nccs2)cc1,1.2,-3.6,9,-1.3,0.9,-0.5,6,6,0.1
COc1ccccc1NC(=O)N1CCCC1C(=O)NCc1ccc(F)cc1 (stereo unspecified),·,·,11,-1.7,-1.1,i,-1,2,0.6
Cc1cc(C(=O)COC(=O)c2n[nH]c(=O)c3ccccc23)c(C)n1C,0.5,-0.4,1,-0.8,0.8,-0.3,-3,7,-0.2
O=C(CCCCCCCC(=O)c1ccccc1)c1ccccc1,-0.4,0.2,3,0.4,3.2,8.3,-5,?,2.1

2 records picked at random from the list so far, as already listed:
Structure,TcdB GH inh,BioA inh,GDH-TPI inh,FadD28 binding,UGM FP inh,Vc quorum ag,FBA Mtb inh,Yp Topo-I inh,PfHsp40 rescue
O=C(c1ccc(Cl)cc1)c1ccc(CN2C(=O)c3ccccc3C2=O)o1,·,2.2,3,-2.9,0.3,-0.3,2,28,1.1
Clc1ccc(SCc2cc(-c3ccccc3)no2)cc1,·,-0.4,6,-3.5,0.7,-8.0,-3,-2,0.4

Other entries follow:
Structure,TcdB GH inh,BioA inh,GDH-TPI inh,FadD28 binding,UGM FP inh,Vc quorum ag,FBA Mtb inh,Yp Topo-I inh,PfHsp40 rescue
Cc1ccc(-c2nc3cc(Cl)ccc3o2)cc1,·,-1.3,8,0.0,-1.4,i,2,1,2.2
CCN(CC)C(C(=O)Nc1ccc2c(c1)OCO2)c1ccccc1 (stereo unspecified),·,·,-1,0.8,1.5,-0.2,-1,4,-0.2
CCOCCCNC(=O)c1oc2ccc(S(=O)(=O)N3CCOCC3)cc2c1C,-1.3,-1.5,-6,-3.2,1.5,-0.6,-8,-10,1.4
Cc1cc(C(=O)NCc2ccccc2Br)no1,1.0,·,10,-4.0,2.3,-0.5,-2,2,-1.0
O=C(/C=C/c1ccccc1)c1ccc2c(c1)OCO2,1.3,2.7,40*,-2.8,0.4,-0.6,-5,3,0.6
CC(Oc1ccccc1)C(=O)NNS(=O)(=O)c1ccc([N+](=O)[O-])cc1 (stereo unspecified),1.9,1.3,4,-1.0,-4.5,-0.2,-2,-2,-1.1
C#CCOCCOCCOCCNc1nc(N2CCOCC2)nc(N2CCN(C(=O)[C@H](Cc3cc4ccccc4[nH]3)n3cc([C@@H](N)C(C)CC)nn3)CC2)n1 (stereo partly specified),-2.5,0.3,-11,-3.9,-0.9,-2.2,1,-7,-2.0
O=C(Nc1nnc([C@@H]2C[C@H](O)[C@@H](CO)O2)s1)c1c(F)cccc1F,0.5,-2.3,3,-0.3,·,-0.6,-2,7,·
CC(C)(C)NC(=O)C1Cc2ccccc2CN1C(=O)Nc1ccccc1Cl (stereo unspecified),·,2.2,-5,-3.0,0.8,6.2,0,-2,0.9
O=C(NN1CCN(Cc2ccccc2Cl)CC1)c1ccc(Cl)cc1,·,·,18,-0.3,1.3,-0.5,1,2,-0.5
CC1=C(C(=O)N(C(C)C)C(C)C)CC(CC(=O)NCCCN(C)C)C(=O)N1Cc1ccc(F)cc1 (stereo unspecified),1.2,0.4,·,-4.4,·,·,-3,·,·
CC(=O)Nc1ccc(S(=O)(=O)NC2CC(=O)N(c3ccc(C)cc3)C2)cc1 (stereo unspecified),-0.1,·,-5,-2.1,0.8,i,-3,2,0.8
COCCCNC(=O)Nc1ccc2c(c1)N(C)C(=O)CS2,·,·,-3,-4.5,2.1,-1.6,-2,1,-0.7
O=C(NCCc1c[nH]c2ccccc12)c1c(Cl)nc2sccn12,·,-0.4,3,-0.2,-5.5,i,0,7,-0.3
CN(CC(=O)Nc1cccc(F)c1)C(=O)C1CC(=O)N(Cc2ccccc2)C1 (stereo unspecified),-2.3,1.5,-6,-4.5,3.4,-0.3,-2,-3,1.3
COc1cc(C(=O)NCCC(=O)NCc2ccc3c(c2)OCO3)cc(OC)c1OC,·,-1.0,14,-1.2,2.1,1.4,2,-1,-0.6
O=C1CC(Sc2nnc(-c3ccccc3O)o2)C(=O)N1c1ccccc1 (stereo unspecified),0.2,-0.8,4,-2.8,-0.7,1.0,8,1,4.2
CC1Sc2ccc(S(=O)(=O)N3CCN(c4cccc(Cl)c4)CC3)cc2NC1=O (stereo unspecified),1.1,-0.4,-6,-3.5,-1.5,-0.3,0,42,1.0
Cc1ccccc1NC(=O)C1C2CCCC1C2c1ccccc1 (stereo unspecified),·,0.8,7,-1.2,1.5,-0.2,4,16,-1.4
COc1cc(/C=N/n2nnnc2N)ccc1OCC#N,0.1,1.7,19,-4.5,0.7,0.9,0,-2,-1.0
COc1ccc(Cl)cc1C(=O)O/N=C(\N)c1ccc(Cl)cc1,·,-4.8,11,0.6,-2.0,-0.7,1,-8,0.2
CCc1sc(C(=O)NNC(=O)CNC(=O)c2ccccc2F)cc1C,2.6,-0.9,8,-1.2,-0.5,i,3,-4,-1.4
COc1ccc(CCNC(=O)C(=O)NCc2ccccc2C)cc1OC,0.4,-0.1,-9,-2.7,0.6,-0.2,-2,3,-1.2
O=C(c1cc2nc(-c3ccco3)cc(C(F)(F)F)n2n1)N1CCN(c2ccc(F)cc2)CC1,0.9,1.5,19,-2.7,0.4,-0.2,0,-11,2.5
COc1ccc(N2CC(C(=O)NCc3n[nH]c(=O)c4ccccc34)CC2=O)cc1 (stereo unspecified),-3.7,-2.1,1,-0.5,·,i,3,8,3.5
Cn1c(CNc2ccc(Cl)cc2)nnc1SCc1ccccc1,·,·,0,-2.2,-1.8,-0.3,-4,1,143*
Cc1ccc(NC(=S)NCC(C)C)cc1,·,1.6,-2,0.1,0.1,-3.7,0,11,-1.3
COc1c(C(CC(C)C)OC(C)=O)ccc2c1C(=O)OCc1cc(C)cc(O)c1O2 (stereo unspecified),-2.7,-0.6,6,-0.6,-0.8,-0.5,4,28,161*
C=CCN(C(=O)CCS(=O)(=O)c1cccc2nsnc12)c1ccccc1,0.0,-3.9,6,-3.8,0.3,-0.4,1,-2,0.8
COc1ccc(Cn2c(=O)[nH]c3cc(C(=O)Nc4ccc(N5CCN(C)CC5)cc4)ccc32)cc1,·,·,6,-2.7,-0.6,-0.3,2,-2,-1.2
CCOC(=O)N1CCC(NC(=O)CCC(=O)N2CCOc3ccc(Cl)cc32)CC1,0.8,·,-2,-1.2,3.7,-0.6,1,4,-0.7
C[C@H](CO)N1C[C@H](C)[C@@H](CN(C)Cc2ccc(Oc3ccccc3)cc2)Oc2cc(Br)ccc2S1(=O)=O,0.1&0.4,-2.1,4,-1.0,·,i,4,-5,·
OCCN(CC#CCC(O)(c1ccccc1)C1CCCC1)CCO (stereo unspecified),0.3,·,4,-5.0,-1.0,-0.8,1,0,-0.6
O=S(=O)(Nc1nccs1)c1ccc(Cl)cc1,·,·,1,-2.8,-1.4,-1.2,-2,-3,-0.2
Cc1ccc(NC(=O)CSc2nn(-c3ccc(Cl)cc3)c(=S)s2)cc1S(=O)(=O)N(C)C,1.1,-0.4,15,-0.1,-1.3,-0.3,-1,-4,1.0
O=C(CCN1C(=O)S/C(=C\c2cccs2)C1=O)NC1=NCCS1,·,-1.9,24,1.5,-3.4,2.7,-1,11,-0.6
CC1(C(=O)NS(=O)(=O)Cc2ccccc2C(F)(F)F)CCN1C(=O)Cc1ccsc1 (stereo unspecified),-1.0,-1.1,5,-1.8,·,i,-3,0,·
Cc1cc(SCC(=O)Nc2cccnc2Cl)nc2ccccc12,4.2,1.1,4,0.0,-0.6,-0.3,2,-4,0.4
Cc1cccc(NS(=O)(=O)c2ccc3nc(-c4ccccc4)[nH]c3c2)c1C,0.4,·,12,-1.6,-0.4,-0.4,2,16,-1.5
CC(C)(C)c1cc(C2COC(=O)COCCOCC(=O)OCCOCCO2)cc(C(C)(C)C)c1O (stereo unspecified),1.4,·,11,-1.3,·,-0.8,1,28,0.6
Cc1ccc(S(=O)(=O)N2CCN(CC(O)COc3ccccc3)CC2)cc1 (stereo unspecified),0.8,-1.5,-3,-0.1,-1.3,-0.3,-2,21,-1.0
Cc1c(/C=N/NC(=O)CNc2ccccc2)c2ccccn2c1C(=O)c1ccccc1,·,·,12,-2.1,·,-0.6,0,6,0.8
N#C/C(=C\c1ccc(O)c(Br)c1)C(=O)NCc1ccccc1,0.8,·,8,-1.4,-1.0,-0.3,-1,5,-0.9
Clc1ccc(Cn2ncc3c(N4CCCCC4)ncnc32)cc1,·,3.1,2,-2.9,1.9,-0.1,0,26,3.5
